# Bioassay records deposited in PubChem by Emory University Molecular Libraries Screening Center.
# 14-3-3g Raf: modulators of 14-3-3 gamma protein binding, primary screen, biochemical, fluorescence polarization. FP, 14-3-3gamma / TMR-pS259-Raf peptide binding. inhibition, % at 40 µM. 14-3-3 protein gamma (Homo sapiens), P61981. 160,000 compounds, 0.19% hits; in the data active = inhibition above about 30%;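 note: 0% = protein plus tracer without compound and 100% = blank with tracer alone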
# Target sequence (P61981 whole entry, looked up): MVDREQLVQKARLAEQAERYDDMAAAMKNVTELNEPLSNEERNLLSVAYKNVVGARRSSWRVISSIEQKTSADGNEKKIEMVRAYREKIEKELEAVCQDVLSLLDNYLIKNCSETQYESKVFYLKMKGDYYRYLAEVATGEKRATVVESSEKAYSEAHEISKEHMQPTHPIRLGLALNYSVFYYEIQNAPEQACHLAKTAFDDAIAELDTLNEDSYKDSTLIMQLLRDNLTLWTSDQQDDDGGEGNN
# * = called active by the depositor; & = joins results of further samples. These rows are one share of the data. The share of hits here may be higher or lower than overall.
compound,14-3-3g Raf
CC1CCC(C(C)C)C(OCC(O)CN2CC(C)OC(C)C2)C1 (centres undefined),-8
CC(=Cc1ccccc1)C1Nc2ccc3ccccc3c2C2=C1C(=O)CC(C)(C)C2 (centres undefined),1
Cc1ccc2nc(SCC(=O)Nc3c(C)n(C)n(-c4ccccc4)c3=O)[nH]c2c1,-10
CCN(CC)CCSc1nc(O)c(-c2ccccc2)c(=O)[nH]1,-10&20
C=CCN(C(=O)CCC(=O)O)C1CC(=O)N(c2ccc(OCCC)cc2)C1=O (centres undefined),-6
Cc1c(O)ccc2c3c(c(=O)oc12)CCC(C)C3 (centres undefined),-1
CCCCCn1c(NCCO)nc2c1c(=O)[nH]c(=O)n2C,-9
Cc1cccc(-n2c(N)c(C#N)c3nc4ccccc4nc32)c1,-1
Cn1c(=O)[nH]c(=O)c2c1nc(Br)n2Cc1ccccc1Cl,-5
COc1ccc(C2SCc3cc(C)c(C)cc3CS2)cc1,4
Cc1c(C(=O)N2CCC(C)CC2)sc2ncnc(N3CCCCC3C)c12 (centres undefined),-7
Cc1ccc(CNS(=O)(=O)c2ccc(C(C)(C)C)cc2)n1C,-7
CCC(C)NC(=O)Cn1nc(-c2ccc(Cl)cc2)ccc1=O (centres undefined),-10
CC1=Nc2ccccc2C(c2ccccc2)(c2ccccc2)O1,-2
O=C(NCCC1=CCCCC1)C1CCN(S(=O)(=O)N2CCOCC2)CC1,1&-6
COc1cccc(C2C=C(c3ccc(Br)cc3)Nc3ncnn32)c1OC (centres undefined),-4
O=C(OCc1ccco1)c1cc2cc(Br)ccc2oc1=O,-6
CC1=C(C(=O)OCCc2ccccc2)C(c2ccccc2[N+](=O)[O-])NC(=O)N1C (centres undefined),-12
N#Cc1c(NC(=O)c2cc3nc(-c4ccco4)cc(C(F)(F)F)n3n2)sc2c1CCCCC2,-4
CCOc1ccc(C)cc1S(=O)(=O)n1ccnc1,1
CCCn1c(=O)c(C(=O)NC23CC4CC(CC(C4)C2)C3)c(O)c2ccccc21,2
CCOc1cccc2cc(C(=O)Nc3ccc(F)cc3)c(=Nc3ccc(C(=O)O)cc3)oc12,-6
CCOC(=O)c1c(C)oc2ccc(N(C(C)=O)S(=O)(=O)c3cc(C)c(C)cc3C)cc12,-9
COc1ccccc1NC1=CC(=NS(=O)(=O)c2cccs2)c2ccccc2C1=O,-36
CC(C)CCNc1cc(C(C)C)c(C#N)c2nc3ccccc3n12,0
COC(=O)CN1C(c2ccc(Cl)cc2)Nc2ccc(Br)cc2C1c1ccccc1 (centres undefined),1
O=C(NCCN1CCOCC1)Nc1ccc(Cl)cc1,3
Cc1ccc2[nH]c(=O)c(CN(CCCO)S(=O)(=O)c3cccc4nsnc34)cc2c1,1
c1ccc(C2CCCSC2)cc1 (centres undefined),6
O=C(COc1ccc(S(=O)(=O)N2CCCC2)cc1Cl)NCc1ccco1,-2
CCCOc1ccc(C2C(=O)N(C3CCCCC3)CC(=O)N2Cc2ccccc2Cl)cc1OC (centres undefined),2
COc1ccc(-n2cnc3cc(NCc4cccc5ccccc45)ccc32)cc1,2
CN(C)c1ccc(CN(C(=O)c2ccc(C(C)(C)C)cc2)C2CCS(=O)(=O)C2)cc1 (centres undefined),0
Cc1ccc(S(=O)(=O)N2CCCN(S(=O)(=O)C3CCS(=O)(=O)C3)CC2)cc1 (centres undefined),-3
Cc1ccnc(N2CCN(C(=O)CSc3nc4ccccc4nc3N3CCCCC3)CC2)c1,-2
N#Cc1c(N)n(C2CCCCC2)c2nc3ccccc3nc12,-4
O=C(O)c1ccc(-n2c(=S)[nH]c3ccc(F)cc3c2=O)cc1,4
CCc1c(C)nc2c(-c3cccc(Br)c3)c[nH]n2c1=O,2
N#Cc1ccc(Sc2nc3ccccc3o2)c([N+](=O)[O-])c1,-4
C=CCn1c(Cc2cccs2)nnc1SCC(=O)c1ccc(F)cc1,8

# Some of these compounds in order of their number in 14-3-3g Raf, ascending.
molecule	14-3-3g Raf
COc1ccccc1NC1=CC(=NS(=O)(=O)c2cccs2)c2ccccc2C1=O	-36
Cc1c(C(=O)N2CCC(C)CC2)sc2ncnc(N3CCCCC3C)c12 (centres undefined)	-7
COc1cccc(C2C=C(c3ccc(Br)cc3)Nc3ncnn32)c1OC (centres undefined)	-4
Cc1ccc2[nH]c(=O)c(CN(CCCO)S(=O)(=O)c3cccc4nsnc34)cc2c1	1
CCCn1c(=O)c(C(=O)NC23CC4CC(CC(C4)C2)C3)c(O)c2ccccc21	2

# (more compounds)
compound,14-3-3g Raf
C=C(C)CN1CCN(c2ccc(N3C(=O)CCCC3=O)cc2[N+](=O)[O-])CC1,-3
C=CCSc1nnnn1-c1ccc(OC)cc1,-9
COc1cc(C2Nc3ccc(Br)cc3C(c3ccccc3)O2)cc(OC)c1OC (centres undefined),-6
Cc1ccc(-c2nc3c(C)cccn3c2Nc2c(C)cccc2C)o1,20
N#CC(C(=O)NC1CCCCC1)c1nc2ccccc2nc1N1CCCCC1 (centres undefined),3
Cc1ccc2oc(=O)c(-c3nc4ccccc4s3)cc2c1,-3
Cc1cccc(NC(=O)c2ccc(C(=O)c3ccccc3)o2)c1,-1
Cc1cc2cc(CNC(=O)CCC3CCCC3)ccc2[nH]1,-1
COc1ccc(-n2nc(C(=O)Nc3ccccn3)c3ccccc3c2=O)cc1,-20
CCC1(C)Nc2ccccc2C(=O)N1O (centres undefined),2
CCOc1ccc(-n2nc(C(=O)Nc3ccc(OC)c(OC)c3)c3ccccc3c2=O)cc1,-7
CC(=O)c1ccc(NC(=O)C2(S(=O)(=O)c3ccc(C)cc3)CC2)cc1,-4
COc1ccc(OC)c(C2=Nn3c(nnc3-c3cc(OC)c(OC)c(OC)c3)SC2)c1,-15
COc1cccc(OCCN2CCN(c3ncnc4c3cnn4-c3ccccc3)CC2)c1,4
CCOC(=O)N1CCC(NS(=O)(=O)c2ccc3c(c2)oc(=O)n3C)CC1,1
O=C(C1CCC(CNc2nc(=S)[nH]c3ccccc23)CC1)N1CCN(c2ccc(F)cc2)CC1 (centres undefined),-8
CCSCCOC(=O)C1=C(C)NC2=C(C(=O)CCC2)C1c1ccc(C)o1 (centres undefined),-4
COC(=O)c1cccc(CSc2nnc(-c3ccco3)n2-c2ccccc2)c1,-3
Cc1ccc(C2OC3(C(=O)c4ccccc4C3=O)C3C(=O)N(c4ccccc4Cl)C(=O)C23)cc1 (centres undefined),-1
CC(C)c1ccccc1NC1=NS(=O)(=O)c2ccccc21,12
COc1ccc(Sc2ccc(C(=O)NC3CCN(Cc4ccccc4)CC3)cc2[N+](=O)[O-])cc1,-12
CCOc1cccc2cc(C(=O)NCc3cccc(Cl)c3)c(=Nc3ccc(C(=O)O)cc3)oc12,-9
N#Cc1c(/N=C/N2CCOCC2)sc2c1CCCCC2,-1
CCCc1cc(=O)[nH]c(SCC(=O)Nc2cccc(F)c2)n1,-6
Cn1cc(CC(=O)NCCCN2CCCC2)c2ccccc21,1
CC(CCc1ccccc1)NC(=O)c1cccnc1 (centres undefined),-9
Cc1ccc(C)c2[nH]c(=O)c(CCNC(=O)c3ccc(S(=O)(=O)N(C)C)cc3)cc12,-5
CC(O)CNc1nc2ccccc2n1-c1ncnc2sc3c(c12)CCC3 (centres undefined),-4
NC(=O)c1ccccc1NC(=O)c1ccc(Br)o1,5
CCC(C)OC(=O)C1=C(C)NC2=C(C(=O)C(C(=O)OC)C(C)C2)C1c1cc(OC)ccc1OC (centres undefined),2
CCOc1ccc(S(=O)(=O)N(CC(=O)Nc2cc(C)on2)Cc2ccccc2Cl)cc1,0
O=[N+]([O-])c1ccc(S(=O)(=O)N2CC3C4C=CC(C4)C3C2)cc1 (centres undefined),-8
CCOC(=O)c1ccccc1NC(=O)CN(c1ccccc1OC)S(C)(=O)=O,2
CC1=C(C#N)C(NC(=O)c2ccco2)(C(F)(F)F)C(=O)N1 (centres undefined),-10
O=C(CN1CCC2(CC1)OCCO2)c1c[nH]c2ccccc12,-2
COC(=O)c1cccc(NSc2ccccc2[N+](=O)[O-])c1,-12
CC1=CC(C)(C)N(C(=O)C(C)N2C(=O)c3ccccc3C2=O)c2c(C)cc(C)cc21 (centres undefined),-5
CCOc1ccc(/C(O)=C2\C(=O)C(=O)N(Cc3cccnc3)C2c2ccc(C(C)(C)C)cc2)cc1C (centres undefined),4
Cc1ccc(-n2cnc3cc(C(=O)NC4CCCC4)ccc32)c(C)c1,-9
NC(=NC(=O)c1ccccc1)C1=C(O)CCC1=O,-4

# Single values from the list:
# CCOc1ccc(/C(O)=C2\C(=O)C(=O)N(Cc3cccnc3)C2c2ccc(C(C)(C)C)cc2)cc1C (centres undefined) in 14-3-3g Raf is listed with 4
# NC(=NC(=O)c1ccccc1)C1=C(O)CCC1=O in 14-3-3g Raf is listed with -4
# CC1=C(C#N)C(NC(=O)c2ccco2)(C(F)(F)F)C(=O)N1 (centres undefined) in 14-3-3g Raf is listed with -10
# COC(=O)c1cccc(NSc2ccccc2[N+](=O)[O-])c1 in 14-3-3g Raf is listed with -12
# Cc1ccc(-n2cnc3cc(C(=O)NC4CCCC4)ccc32)c(C)c1 in 14-3-3g Raf is listed with -9
# CCOC(=O)c1ccccc1NC(=O)CN(c1ccccc1OC)S(C)(=O)=O in 14-3-3g Raf is listed with 2

# Pulled one by one from the list above (5):
compound,14-3-3g Raf
CC1=C(C#N)C(NC(=O)c2ccco2)(C(F)(F)F)C(=O)N1 (centres undefined),-10
COC(=O)c1cccc(NSc2ccccc2[N+](=O)[O-])c1,-12
CCOc1ccc(/C(O)=C2\C(=O)C(=O)N(Cc3cccnc3)C2c2ccc(C(C)(C)C)cc2)cc1C (centres undefined),4
Cc1ccc(-n2cnc3cc(C(=O)NC4CCCC4)ccc32)c(C)c1,-9
CCOC(=O)c1ccccc1NC(=O)CN(c1ccccc1OC)S(C)(=O)=O,2

# The list continues.
compound,14-3-3g Raf
CCCOc1ccccc1C1Nc2ccccc2-c2nnc(SC)nc2O1 (centres undefined),-4
O=C(Nc1sc2c(c1C(=O)NC1CC1)CCCCCC2)c1ccco1,-16
CC=CCOC(=O)C1=C(C)NC(=O)NC1c1ccccc1OCC (centres undefined),-4
CCC1Sc2ccccc2N(CC(=O)NCc2cccnc2)C1=O (centres undefined),2
O=C1c2cccc3cccc(c23)C(=O)N1CC1CCN(S(=O)(=O)c2ccccc2)CC1,2
CCOC(=O)c1sc(-c2ccccc2)cc1NC(=O)CSc1nnnn1C,-6
Cn1c(=O)cc(SCC(=O)NCc2cccs2)c2ccccc21,-2
O=C(CSc1nc2c([nH]c3ccccc32)c(=O)n1-c1ccccc1)N1CCOCC1,-1
CN1CCN(C(=O)C2CCC(=O)N2Cc2ccccc2Cl)CC1 (centres undefined),1
O=C(NCc1ccccc1Cl)c1cc(S(=O)(=O)N2CCCC2)ccc1F,4
CSc1cccc(NC(=O)c2nnn(Cc3ccccc3)c2N)c1,5
Cc1ccc(C(=O)Nc2ccc3c(c2)C(=O)c2ccccc2C3=O)cc1C,-70
C=CCSc1nnc2c(n1)OC(c1ccc(O)c([N+](=O)[O-])c1)N(C(C)=O)c1ccccc1-2 (centres undefined),0
O=P(CO)(Cc1ccccc1)Cc1ccccc1,-1
CCN(CCO)C(=O)CC(c1ccccc1)c1cc(Br)ccc1O (centres undefined),4
CCOc1ccc(C(=O)Nc2ccc3c(c2)oc2ccccc23)cc1,-13
Cc1ncc([N+](=O)[O-])n1Cc1ccccc1F,-7
O=C(Cn1cnc2c(nnn2-c2ccccc2)c1=O)NCc1ccco1,4
COc1ccccc1CNC(=O)CNc1ccccc1-c1nc2ccccc2[nH]c1=O,-9
COCCn1c(CN(Cc2ccccc2)Cc2ccccc2)nc2c1c(=O)n(C)c(=O)n2C,3
Cc1ccc(CN2C(=O)/C(=C3\SC(N4CCOCC4)=NC3=O)c3cc(Br)ccc32)cc1,0
COc1cc(C2C3=C(CCCC3=O)OC3=C2C(=O)CCC3)ccc1OCC(=O)O,0
Cc1sc2[nH]c(=O)n(CCc3ccccc3)c(=O)c2c1C,-3
Cc1ccc(CSCc2ccc(C(=O)NCc3cccnc3)o2)cc1,0
Nc1nnnn1/N=C/c1cccs1,-3
N#CCSc1nnnn1-c1ccccc1,-15
COc1cccc2c1OC1(C)C(C(=O)N(C)C)C2NC(=S)N1c1cccc(Br)c1 (centres undefined),4
COc1ccc(/C(O)=C2\C(=O)C(=O)N(Cc3ccco3)C2c2ccc(N(C)C)cc2)cc1 (centres undefined),0
O=C(NCCN1CCN(C(=O)C2c3ccccc3Oc3ccccc32)CC1)C1c2ccccc2Oc2ccccc21,-9
COc1ccc(F)cc1S(=O)(=O)NC1CCCCCC1,2
Cc1ccc(-c2n[nH]c(=O)c3ccccc23)cc1S(=O)(=O)NC(C)(C)CO,-2
CCC(=O)N1CCc2cc(S(=O)(=O)Nc3ccccc3N3CCN(C)CC3)ccc21,-1
COc1ccccc1N1CCN(C(=O)c2ccc(N3CCCC3=O)cc2)CC1,-4&1
CCn1c(-c2cccc(Br)c2)n[nH]c1=S,-4
Cc1ccc(NC(=O)c2cc(S(=O)(=O)N3CC(C)CC(C)C3)ccc2F)cc1C (centres undefined),-1
CCOC(=O)N1CCC(NS(=O)(=O)c2cc3c(cc2C)NC(=O)CO3)CC1,1
CCCCn1c(=N)n(CC(O)c2ccc(OCC)cc2)c2ccccc21 (centres undefined),1
O=c1[nH]nc(Sc2ncnc3sccc23)n1CCc1ccccc1,-2
Cc1ccc(NC(=O)c2c(-c3ccccc3)noc2C)cc1Cl,-5
O=C(NCCc1ccc(Cl)cc1)C1CC(=O)N(C2CCCC2)C1 (centres undefined),-10
Cc1c(=O)n(OCc2c(F)cccc2F)c2ccccc2[n+]1[O-],-10
Cc1c(Cl)cccc1NC(=O)CC(Cc1ccccc1)C(=O)O (centres undefined),-9
CCCc1cc(=O)oc2cc(OCC(=O)Nc3cc(C)on3)ccc12,-1
O=c1oc(C=Cc2ccco2)nc2ccc(Cl)cc12,-67
CN1CCc2nc(SCCOc3ccccc3)c(C#N)cc2C1,-4
Cc1cccc(C)c1Nc1c(-c2ccsc2)nc2ccccn12,-11
